Cdc42 wt = human Cdc42 wildtype GTP binding change, either direction | 190,000 tested, 0.2% active | percent activity (GTP binding), % at 10 µM | P60953 | GST-Cdc42 beads, Bodipy-GTP binding, flow cytometry; actives lie on both sides;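 active = percent activity GTP binding at least 20 points away from the 100% baseline, either down as inhibitor or up as activator; inconclusive = compound flagged as likely green fluorescent from well-wide comparison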;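 note: median bead fluorescence of bound Bodipy-FL-GTP at 100 nM; 0% = excess unlabeled GTP control and 100% = no compound control; below 100% means less GTP binding so inhibitor and above means activator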
Target sequence (P60953 whole entry, looked up): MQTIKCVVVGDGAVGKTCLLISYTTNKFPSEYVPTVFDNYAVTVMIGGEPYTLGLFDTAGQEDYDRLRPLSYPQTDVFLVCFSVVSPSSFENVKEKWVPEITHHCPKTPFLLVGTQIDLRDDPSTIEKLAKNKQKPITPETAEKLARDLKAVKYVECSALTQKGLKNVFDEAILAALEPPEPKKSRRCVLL
Mcl1 Bid PPI = Mcl-1/Bid interaction inhibition; 220,000 tested, 0.97% active; Q07820; TR-FRET Mcl-1/Bid-Dy647 peptide binding, 1536-well; inhibition, % at 21.7 µM;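 active = compounds that cut the binding signal by more than half at the single screening dose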;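 note: His-tagged Mcl-1 with europium anti-His antibody binding Bid BH3 peptide; 0% = Mcl-1 plus peptide wells and 100% = peptide-only wells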
Target sequence (Q07820 whole entry, looked up): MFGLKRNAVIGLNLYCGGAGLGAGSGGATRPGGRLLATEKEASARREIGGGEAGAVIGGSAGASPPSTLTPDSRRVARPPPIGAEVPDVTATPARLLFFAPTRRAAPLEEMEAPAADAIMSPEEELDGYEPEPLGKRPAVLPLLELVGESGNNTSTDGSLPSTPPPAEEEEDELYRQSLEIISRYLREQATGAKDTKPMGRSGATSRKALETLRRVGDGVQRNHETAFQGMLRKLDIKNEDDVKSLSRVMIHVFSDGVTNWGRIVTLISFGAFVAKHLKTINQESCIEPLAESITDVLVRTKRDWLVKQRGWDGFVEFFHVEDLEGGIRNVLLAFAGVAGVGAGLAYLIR
HRas wt GTP = modulators of GTP binding to human HRas wildtype; GTP binding activity, % at 10 µM; 190,000 tested, 0.14% active; P01112; GST-Ras wt beads, Bodipy-FL-GTP binding, flow cytometry; actives lie on both sides;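 active = GTP binding activity at least 20% away from the 100% baseline, either lowered as inhibitor or raised as activator; inconclusive = flagged as likely green fluorescent, judged across all proteins in the well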;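 note: 0% = unlabeled GTP competition control and 100% = no-compound control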
Target sequence (P01112 whole entry, looked up): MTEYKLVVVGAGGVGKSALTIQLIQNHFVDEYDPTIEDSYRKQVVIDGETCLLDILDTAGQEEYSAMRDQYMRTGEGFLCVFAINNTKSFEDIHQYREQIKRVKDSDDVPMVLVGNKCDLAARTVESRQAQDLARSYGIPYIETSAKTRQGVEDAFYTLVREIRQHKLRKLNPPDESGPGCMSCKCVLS
Rac1 act GTP bind = modulators of GTP binding to human Rac1 activated mutant. 190,000 tested, 0.11% active. GST-Rac1 activated beads, fluorescent GTP binding, flow cytometry; actives lie on both sides; 100% means binding = to untreated wells. P63000. percent activity (GTP binding), % at 10 µM;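 active = GTP binding at least 20 percentage points away from the 100% baseline, in either direction, so actives lie on both sides; inconclusive = Compound likely fluorescent itself, or too few beads counted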
Rac1 wt modul = modulators of human Rac1 wildtype GTP binding. GTP binding activity (% of control), % at 10 µM. GST-Rac1 beads, fluorescent GTP binding, flow cytometry; actives lie on both sides; 0 = cold GTP competed, 100 = untreated. AID 757. 190,000 tested, 0.27% active;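 active = GTP binding activity at least 20 points away from the 100% control level, either lower or higher; inconclusive = compound flagged as likely green fluorescent, judged across all proteins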
Pf gametocyte = kills late stage P. falciparum gametocytes. P. falciparum stage V gametocytes, ATP luminescence, 24 h. inhibition, % at 10.9 µM. 150,000 tested, 0.065% active. AID 743093;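 active = inhibition above the mean plus 3 SD of compounds within the control limits, set per campaign, cut at about 38% in these data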;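 note: 0% = DMSO wells and 100% = medium only without gametocytes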
Mcl1-Noxa inh = Mcl-1/Noxa interaction inhibition | Q07820 | AID 1022 | 220,000 tested, 1.5% active | inhibition, % at 21.7 µM | TR-FRET Mcl-1/Noxa peptide binding, 2 h;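 active = compounds that cut the protein-peptide binding signal by more than 50% relative to plate controls in a single-dose test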;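 note: His-tagged Mcl-1 with rhodamine Noxa BH3 peptide and terbium anti-His antibody; 0% = Mcl-1 plus Noxa peptide wells and 100% = peptide-only wells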
Rab7 wt GTP bind = dog Rab7 wildtype GTP binding, inhibitors and activators; GST-Rab7 beads, fluorescent GTP binding, flow cytometry; actives lie on both sides; untreated = 100%, excess cold GTP = 0%; GTP binding activity (percent of control), % at 10 µM; 190,000 tested, 0.055% active; AID 758;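 active = fluorescent GTP binding to Rab7 beads changed by at least 20 points from the 100% baseline, either direction, mostly lower; inconclusive = compound itself probably fluorescent, or too few beads counted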;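 note: median green fluorescence of bound Bodipy-FL-GTP per Rab7 bead population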
Bim-Mcl-1 = human Bim-Mcl-1 interaction inhibition; Q07820; Bead-based flow cytometry, Bim peptide-Mcl-1 binding; inhibition, % at 10 µM; 190,000 tested, 0.1% active; AID 1009; in the data active = inhibition above about 40%;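 note: 0% = no compound tracer wells and 100% = peptide blocker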
Avidin bead fluor = compound fluoresces at 488/530 nm on avidin beads | compound fluorescence 488/530 nm, flow cytometry; hits give high values | fluorescence (KMESF) at 10 µM | 220,000 tested, 0.38% active | AID 1775; in the data active = fluorescence above about 47; note: inactives centre near 10
Rab2A wt mod = changes GTP binding to wildtype dog Rab2A, up or down | 190,000 tested, 0.19% active | AID 760 | P61105 | GTP binding activity, % at 10 µM | GST-Rab2 wt beads, Bodipy-GTP binding, flow cytometry;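 active = GTP binding activity at least 20 points away from 100%, either lowered or raised; inconclusive = signal likely due to the compound's own green fluorescence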;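 note: 0% = beads with excess unlabeled GTP and 100% = no-compound control corrected for plate trend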
The depositor's hits bear a star; ? = inconclusive; nt = not tested or not shown. An unsorted share of the library. Share with any hit: about 2.7%.

SMILES | Cdc42 wt | Mcl1 Bid PPI | HRas wt GTP | Rac1 act GTP bind | Rac1 wt modul | Pf gametocyte | Mcl1-Noxa inh | Rab7 wt GTP bind | Bim-Mcl-1 | Avidin bead fluor | Rab2A wt mod
COc1ccc(C(=O)N2CCCC2)cc1S(=O)(=O)N1CCC(C)CC1 | 104 | -12 | 101 | 99 | 103 | nt | 10 | 100 | -1 | 40 | 101
Cc1cc(C)n(-c2nnc(NC34CC5CC(CC(C5)C3)C4)nn2)n1 | 94 | -67 | 99 | 101 | 104 | nt | 5 | 102 | 4 | 0 | 93
Cc1oc(CC(C)C)cc1C(=O)Nc1ccc(C(=O)O)cc1 | 103 | -7 | 102 | 99 | 100 | 6 | 4 | 98 | -1 | 16 | 102
COc1cc(CNC(C)c2ccccc2)cc(Cl)c1OCC(=O)Nc1ccccc1 (configuration not stated) | 98 | -12 | 96 | 93 | 98 | -7 | 16 | 102 | 1 | 10 | 98
O=C1CCCN1CCNC(=S)Nc1ccccc1 | 98 | -24 | 96 | 99 | 102 | 20 | 10 | 99 | -2 | 13 | 98
CC(C)Cn1c(N2CCN(C(=O)c3cccs3)CC2)nc2ccccc21 | 109 | -29 | 103 | 102 | 107 | -4 | 5 | 106 | 8 | 9 | 105
Cc1cc(N2CCOCC2)ccc1/C=C1\NC(=O)N(CC(=O)Nc2ccccc2C)C1=O | 103 | -25 | 102 | 99 | 103 | -6 | -8 | 95 | -2 | 8 | 100
COC(=O)Cn1cc(C(=O)c2ccco2)c2ccccc21 | 102 | -11 | 102 | 97 | 100 | nt | 1 | 98 | 1 | 14 | 103
CCNC(=O)C1CN(S(=O)(=O)c2ccccc2)CCN1S(=O)(=O)c1ccccc1 (configuration not stated) | 103 | 9 | 103 | 98 | 105 | -9 | 6 | 102 | 1 | 14 | 102
CCn1c(SCc2ccc(C#N)cc2)nnc1-c1ccc(S(=O)(=O)N2CCCCC2)cc1 | 101 | -37 | 99 | 99 | 101 | -13 | 6 | 100 | -2 | 43 | 100
O=c1[nH]c(SCCOc2cccc3ccccc23)nc2ccccc12 | 89 | 33 | 90 | 90 | 88 | -20 | 12 | 91 | 0 | 12 | 89
COc1ccccc1NCCC(=O)OCC(=O)NC1CCCCCC1 | 104 | -58 | 100 | 97 | 108 | -7 | 2 | 97 | -12 | 14 | 98
CSc1nc2sc3c(c2c(=O)n1C)CCCC3 | 95 | -30 | 94 | 96 | 96 | nt | 2 | 91 | 0 | 13 | 93
O=C(Nc1ccc(Cl)cc1F)c1ccc(COc2c(F)c(F)c(F)c(F)c2F)o1 | 94 | -8 | 96 | 89 | 94 | nt | 41 | 94 | 0 | nt | 90
O=C(COc1ccccc1Cl)N1CCN(c2ncccn2)CC1 | 104 | -37 | 103 | 102 | 105 | -18 | -11 | 100 | 1 | 12 | 100
COc1ccc(N2CC(NC(=O)Nc3ccccc3)CC2=O)cc1 (configuration not stated) | 97 | 2 | 97 | 96 | 100 | -15 | -1 | 98 | 0 | 24 | 96
CN1C(=O)S/C(=C/c2cccnc2)C1=O | 101 | -13 | 100 | 98 | 100 | 9 | 9 | 102 | 1 | 14 | 99
NS(=O)(=O)c1ccc(NC(=O)COC(=O)CNC(=O)C23CC4CC(CC(C4)C2)C3)cc1 | 96 | -45 | 96 | 99 | 99 | nt | -2 | 91 | 0 | 11 | 97
O=C(NC(=S)Nc1nc2ccc(F)cc2s1)c1ccco1 | ? | 3 | ? | ? | ? | 17 | 14 | ? | 1 | 10 | ?
CC(=O)c1c(C)nc(C)nc1NC(=O)Cc1ccccc1 | 101 | -2 | 104 | 102 | 104 | -3 | -2 | 100 | -2 | 33 | 102
Cc1cnc(C)c(N2CCN(Cc3nc(-c4ccc(C)o4)oc3C)CC2)n1 | 90 | -60 | 94 | 93 | 95 | 4 | -4 | 98 | -5 | 10 | 95
Cc1ccc(-c2cc(NC(=O)CSc3n[nH]c(N)n3)n(-c3ccccc3)n2)cc1 | 102 | -7 | 103 | 100 | 108 | 6 | 12 | 103 | -2 | 7 | 103
Cc1ccc(S(=O)(=O)Nc2ccc(S(=O)(=O)Nc3ncccn3)cc2)cc1 | 100 | 7 | 98 | 99 | 102 | nt | 5 | 97 | 1 | 36 | 98
COc1cc(/C=C2\SC(=S)N(Nc3ccccc3)C2=O)ccc1O | 96 | -5 | 98 | 96 | 98 | nt | 30 | 97 | -3 | 15 | 96
Cc1cc(C)n2ncc(C(=O)NCCc3ccccc3)c2n1 | 88 | 5 | 91 | 90 | 91 | nt | -8 | 96 | 2 | 27 | 93

3 neighbouring records from above:
SMILES | Cdc42 wt | Mcl1 Bid PPI | HRas wt GTP | Rac1 act GTP bind | Rac1 wt modul | Pf gametocyte | Mcl1-Noxa inh | Rab7 wt GTP bind | Bim-Mcl-1 | Avidin bead fluor | Rab2A wt mod
COc1ccc(C(=O)N2CCCC2)cc1S(=O)(=O)N1CCC(C)CC1 | 104 | -12 | 101 | 99 | 103 | nt | 10 | 100 | -1 | 40 | 101
Cc1cc(C)n(-c2nnc(NC34CC5CC(CC(C5)C3)C4)nn2)n1 | 94 | -67 | 99 | 101 | 104 | nt | 5 | 102 | 4 | 0 | 93
Cc1oc(CC(C)C)cc1C(=O)Nc1ccc(C(=O)O)cc1 | 103 | -7 | 102 | 99 | 100 | 6 | 4 | 98 | -1 | 16 | 102

Further compounds.
SMILES | Cdc42 wt | Mcl1 Bid PPI | HRas wt GTP | Rac1 act GTP bind | Rac1 wt modul | Pf gametocyte | Mcl1-Noxa inh | Rab7 wt GTP bind | Bim-Mcl-1 | Avidin bead fluor | Rab2A wt mod
COc1cc(C2NC(=O)NC(c3ccccc3)=C2C(C)=O)c(Cl)cc1OCC(=O)O (configuration not stated) | 101 | -17 | 102 | 101 | 102 | 15 | 14 | 97 | -1 | 10 | 102
Fc1ccccc1/C=C1\CCCC2=C1NC(=S)NC2c1ccccc1F (configuration not stated) | 94 | -29 | 96 | 94 | 97 | -1 | 8 | 106 | 0 | 9 | 97
O=C(N1CCOCC1)N1CCN(C(=O)N(c2ccccc2)c2ccccc2)CC1 | 102 | -28 | 99 | 101 | 105 | nt | 3 | 102 | 1 | 14 | 102
Fc1cccc(/C=N/Nc2ccccn2)c1 | 96 | -41 | 96 | 95 | 98 | 10 | 17 | 102 | -4 | 9 | 97
O=C(Nc1ccccc1-c1nc2ccccc2[nH]1)c1ccc(S(=O)(=O)N2CCCCC2)cc1 | 101 | 6 | 101 | 100 | 103 | nt | -29 | 98 | 2 | 11 | 102
CCOC(=O)C1=C(C)C2C3C(=O)N(c4ccc(C)cc4C)C(=O)C3C1(C)C1C(=O)N(c3ccc(C)cc3C)C(=O)C21 (configuration not stated) | 100 | -7 | 101 | 101 | 107 | 9 | 2 | 98 | -4 | 14 | 100
CCCn1c(N)c(C(=O)CSc2nc3ccccc3c(=O)n2Cc2ccccc2)c(=O)[nH]c1=O | ? | -45 | ? | ? | ? | 6 | -130 | ? | 2 | 64* | ?
CCOc1ncccc1C(=O)OCc1c(Cl)cccc1Cl | 97 | -7 | 99 | 99 | 99 | nt | 10 | 99 | -3 | 4 | 100
CC(C)(C)n1nnnc1C(c1cccc(C#N)c1)N1CCN2CCCC2C1 (configuration not stated) | 108 | -24 | 105 | 102 | 104 | nt | 19 | 97 | 0 | 14 | 104
O=C(Cc1cccs1)NCc1cccc(F)c1 | 101 | 4 | 97 | 99 | 104 | 6 | -5 | 94 | -4 | 8 | 95
O=c1[nH][nH]cc1C=NCc1cccnc1 | 99 | -14 | 100 | 99 | 104 | -6 | 9 | 107 | 2 | 11 | 100
CC1C(=O)CC(c2ccccc2)NC1c1ccccc1 (configuration not stated) | 94 | 4 | 99 | 94 | 95 | nt | -1 | 102 | 2 | 12 | 101
CCCc1[nH]nc2c1C1(CCOC1C)C(C#N)=C(N)O2 (configuration not stated) | 99 | -25 | 100 | 99 | 100 | 29 | -4 | 98 | -3 | 7 | 96
NC(=O)c1ccc(N2CCN(c3ccc(O)cc3)CC2)c([N+](=O)[O-])c1 | 96 | -38 | 100 | 98 | 103 | -22 | 64* | 104 | 4 | 9 | 100
NC(=O)COC(=O)c1ccc(Cl)c(S(=O)(=O)N(Cc2ccccc2)c2ccc(Cl)cc2)c1 | 100 | 9 | 97 | 95 | 99 | -9 | 30 | 98 | -6 | 13 | 95
O=C(Cc1nnc(NC(=O)Nc2ccccc2)s1)NCc1ccccc1 | 103 | 6 | 100 | 100 | 103 | 13 | 10 | 102 | -10 | 11 | 98
S=C(Nc1ccccc1Cl)N(Cc1ccccc1)Cc1ccccn1 | 98 | -28 | 98 | 95 | 98 | -13 | 4 | 97 | 0 | 9 | 99
Brc1ccc(C2Nc3cccc4cccc(c34)N2)o1 | 107 | -1 | 104 | 101 | 107 | nt | 65* | 109 | -1 | 6 | 105
CC(C)CCNC(=O)COc1ccc2c(c1)C(=O)CC(C)(C)O2 | 103 | 5 | 101 | 101 | 109 | 6 | 1 | 99 | 0 | 10 | 100
COc1ccc(CNC(=O)CCS(=O)(=O)c2cccc3nonc23)cc1 | 104 | -13 | 103 | 101 | 105 | nt | 11 | 101 | -1 | 11 | 102
COc1ccccc1C(=O)NC(=S)NNC(=O)c1sc2ccccc2c1Cl | 101 | 73* | 94 | 95 | 96 | -11 | 48 | 100 | -2 | 16 | 95
Cc1cc(C)c2nc(NC(=O)C3CC(=O)N(Cc4ccco4)C3)sc2c1 (configuration not stated) | 98 | -4 | 96 | 96 | 99 | -6 | -7 | 98 | -1 | 11 | 98
COc1ccc(N(CC(=O)NC2CCCCC2)S(=O)(=O)c2c(C)[nH]c(=O)[nH]c2=O)cc1 | 96 | -13 | 98 | 96 | 103 | nt | 12 | 97 | -1 | 7 | 98
Cn1c(SCC(=O)Nc2ccccc2-c2ccccc2)nnc1-c1ccco1 | 100 | -35 | 101 | 99 | 97 | nt | 2 | 94 | -3 | 11 | 101
O=C(CCCN1C(=O)c2cccc3cccc(c23)C1=O)N1CCN(Cc2ccc3c(c2)OCO3)CC1 | 105 | 1 | 104 | 101 | 103 | nt | 23 | 96 | -3 | 15 | 103
Cc1cccc(-n2c(Cc3cc(=O)[nH]c(=O)[nH]3)nnc2SCC(=O)N2CCCCC2)c1 | 104 | -23 | 100 | 99 | 109 | nt | -11 | 99 | 0 | 9 | 103
CC(=C/c1ccco1)/C=N/NC(=O)Cc1cccn1C | 104 | -17 | 102 | 99 | 105 | nt | 24 | 102 | -6 | 4 | 101
Cc1ccc(N2CCN(C(=O)c3ccccc3NC(=O)c3ccccc3C(=O)O)CC2)cc1 | 101 | -69 | 102 | 102 | 104 | 3 | -20 | 102 | -5 | 2 | 99
CC1C[C@@]2(NC(=O)NC2=O)C(C)CN1C (some centres not stated) | 100 | -11 | 99 | 98 | 102 | nt | -6 | 94 | -3 | 21 | 100
